# High-throughput results: PubChem, several laboratories
# Rpn11 inh – Rpn11 (PSMD14) deubiquitinase inhibitors, primary screen, biochemical, fluorescence polarization, uHTS; 26S proteasome non-ATPase regulatory subunit 14 (Homo sapiens), O00487; human 26S proteasome, Ub4-pepOG fluorescence polarization; 20S core pre-blocked with epoxomicin; calls only at 20 µM; hit rate 0.59% among 360,000;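 active = inhibition at 20 µM, scaled to each plate's controls, above about 33%, limit read from the data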
# Neddyl block – inhibitors of cullin neddylation, primary screen, biochemical, TR-FRET, uHTS, NAE and Ubc12; calls only at 25 µM; hit rate 0.58% among 360,000; AID 651699, 2012; in the data active = inhibition above about 36%
# LMPTP block – LMPTP phosphatase inhibitors, primary screen, biochemical, fluorescence intensity, uHTS. AID 651560, 2012. hit rate 0.22% among 360,000. recombinant LMPTP-A, OMFP fluorogenic substrate. inhibition, % at 20 µM. Low molecular weight phosphotyrosine protein phosphatase (Homo sapiens), P24666;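 active = compounds that cut the enzyme signal by at least half of the control window in the single-dose screen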;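 also: plate controls were DMSO wells with enzyme plus substrate for no effect and substrate without enzyme for full effect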
#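 test system = LMPTP-A | amount = 0.625 nM LMPTP-A final | reagent = fluorogenic phosphatase substrate OMFP at 400 µM final | incubation = 50 min at room temperature | benchmarks = no-enzyme low control, uninhibited high control | medium = Bis-Tris pH 6.0, DTT, detergent | signal = fluorescence intensity of OMFP turnover product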
# Scp-1 inhibitor – Scp-1 phosphatase inhibitors, primary screen, biochemical, colorimetric, uHTS; hit rate 0.88% among 340,000; Carboxy-terminal domain RNA polymerase II polypeptide A small phosphatase 1 (Homo …; Recombinant Scp1, phosphopeptide, malachite green phosphate absorbance; AID 493091, 2011; inhibition, % at 20 µM;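 active = inhibition above about 50% at 20 µM, limit read from the data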;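 also: plate controls were DMSO wells with enzyme for no effect and wells lacking enzyme for full effect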
#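 Test system: SCP-1 phosphatase catalytic domain, residues 76-261 | Compound dosing: One concentration, 20 µM, with 1.0% DMSO | Schedule: 45 min room-temperature reaction, 5 min colour, 30 min stabiliser | Detection: Absorbance at 630 nm | Read-out basis: % inhibition of SCP-1 phosphate liberation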
# NadD inh – inhibitors of S. aureus NadD, primary screen, biochemical, colorimetric, uHTS; Nicotinate-nucleotide adenylyltransferase NadD (Staphylococcus aureus N315); purified NadD enzyme, colorimetric absorbance read-out; inhibition, % at 20 µM; hit rate 0.78% among 360,000; in the data active = inhibition above about 26%; also: some compounds past the cut are filed as inactive
# DNMT1 inh – human DNMT1 methyltransferase inhibitors, primary screen, biochemical, molecular beacon, fluorescence, HinP1I cleavage, uHTS; inhibition (reported as % activation of signal), % at 10 µM; hit rate 0.83% among 360,000; in the data active = inhibition above about 50%
# Target sequence (P26358 504-1616 limits assumed): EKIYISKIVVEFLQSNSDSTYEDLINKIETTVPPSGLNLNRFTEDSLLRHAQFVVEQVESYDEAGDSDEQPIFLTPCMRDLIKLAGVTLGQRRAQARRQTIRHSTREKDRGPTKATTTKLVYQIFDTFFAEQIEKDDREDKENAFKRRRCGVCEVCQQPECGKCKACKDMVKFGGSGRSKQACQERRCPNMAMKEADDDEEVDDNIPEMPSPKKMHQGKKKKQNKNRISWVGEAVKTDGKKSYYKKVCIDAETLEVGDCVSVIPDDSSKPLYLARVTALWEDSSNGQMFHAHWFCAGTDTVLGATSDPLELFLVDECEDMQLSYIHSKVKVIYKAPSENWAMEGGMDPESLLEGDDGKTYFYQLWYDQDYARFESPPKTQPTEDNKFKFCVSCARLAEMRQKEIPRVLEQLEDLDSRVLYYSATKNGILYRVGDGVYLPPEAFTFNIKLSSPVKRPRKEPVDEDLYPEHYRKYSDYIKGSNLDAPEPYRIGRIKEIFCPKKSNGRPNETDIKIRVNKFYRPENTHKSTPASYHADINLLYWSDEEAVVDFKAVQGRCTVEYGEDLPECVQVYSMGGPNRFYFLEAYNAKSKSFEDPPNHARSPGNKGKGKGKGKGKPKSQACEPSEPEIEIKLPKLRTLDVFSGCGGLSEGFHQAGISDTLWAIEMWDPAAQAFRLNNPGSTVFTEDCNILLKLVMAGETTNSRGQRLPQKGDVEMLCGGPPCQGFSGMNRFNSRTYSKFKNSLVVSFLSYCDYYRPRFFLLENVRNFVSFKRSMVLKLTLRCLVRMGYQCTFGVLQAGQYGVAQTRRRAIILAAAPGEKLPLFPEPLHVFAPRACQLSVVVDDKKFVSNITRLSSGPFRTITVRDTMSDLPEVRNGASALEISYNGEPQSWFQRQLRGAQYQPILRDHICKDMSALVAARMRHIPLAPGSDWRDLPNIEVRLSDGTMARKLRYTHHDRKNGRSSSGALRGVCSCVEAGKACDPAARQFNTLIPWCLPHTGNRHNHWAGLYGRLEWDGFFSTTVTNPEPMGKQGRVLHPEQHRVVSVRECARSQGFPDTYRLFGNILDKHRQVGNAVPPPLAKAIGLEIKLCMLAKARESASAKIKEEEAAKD
# SUMO1-SIM PPI – modulators of SUMO1 protein-protein interactions, primary screen, biochemical, uHTS | SUMO1 binding to a labelled peptide, TR-FRET, 1 h | AID 602429, 2012 | hit rate 0.33% among 360,000 | inhibition, % at 20 µM; in the data active = inhibition above about 37%
# STEP block – STEP phosphatase inhibitors, primary screen, biochemical, fluorescence intensity, uHTS; inhibition, % at 20 µM; Tyrosine-protein phosphatase non-receptor type 5 (Homo sapiens), P54829; recombinant STEP, OMFP fluorogenic substrate; AID 588621, 2011; hit rate 0.25% among 360,000;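 active = inhibition at 20 µM, scaled per plate between control wells, above about 37%, limit read from the data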;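 also: 0% = DMSO with enzyme and substrate and 100% = substrate only without enzyme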
#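 Also added – OMFP at 25 µM · Test system – STEP tyrosine phosphatase · Technique – FITC-channel fluorescence of OMFP product · Schedule – 20 min at room temperature, dark · Evaluation – control-normalized % inhibition with plate pattern correction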
# CSN deneddyl inh – inhibitors of CSN-mediated cullin deneddylation, primary screen, biochemical, fluorescence polarization, uHTS. hit rate 0.38% among 360,000. inhibition, % at 12.5 µM. Purified CSN, SCF-Nedd8-OG deneddylation;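 active = pattern-corrected inhibition above about 35%, with an unprinted fluorescence ratio check between 0.5 and 1.5, limit read from the data, passing the limit was not always enough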;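 also: 0% = enzyme with substrate and 100% = substrate without enzyme; some results filed as inactive read as strong as hits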
#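 Material: purified human Csn5 enzyme expressed in HEK293T cells / Medium: Tris buffer pH 7.5, NaCl, DTT, Tween-20, trehalose, ovalbumin / Compound dosing: 12.5 µM single point / Schedule: 90 min incubation of compound, enzyme and substrate at room temperature / Signal: fluorescence polarization of the substrate / Control set: no-enzyme wells high, enzyme-with-substrate wells low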
# Rin1 Abl inh – inhibitors of Rin1-Abl protein binding, primary screen, biochemical, TR-FRET. Tyrosine-protein kinase ABL1 (Homo sapiens) + Ras and Rab interactor 1 (Homo sapiens), …. inhibition, % at 7.35 µM. hit rate 0.4% among 360,000. AID 588664, 2011; in the data active = inhibition above about 5%, passing the limit was not always enough
# * marks the source's active call; other numbers are inactive results; i = inactive; / = no result given.
SMILES,Rpn11 inh,Neddyl block,LMPTP block,Scp-1 inhibitor,NadD inh,DNMT1 inh,SUMO1-SIM PPI,STEP block,CSN deneddyl inh,Rin1 Abl inh
O=S(=O)(CCc1nc2ccccc2o1)c1ccc(Cl)cc1,i,i,-1.6,0,6,6,0,-6,2,2
NC(=O)CC(NC(=O)Cc1ccc(Br)cc1)c1ccc(NCCc2ccccc2F)c([N+](=O)[O-])c1 (stereo not drawn),i,i,1.5,-6,-5,38,-5,2,5,0
CCc1nnc(NS(=O)(=O)c2ccc(Nc3ccc([N+](=O)[O-])c4nonc34)cc2)s1,i,i,15,0,8,-5,-10,10,2,-4
CCc1c(C)nc2ncnn2c1N1CCC(C(=O)NCc2cccc(OC)c2)CC1,i,i,1.7,-2,-1,0,-1,0,1,3
O=C(c1ccccc1)N1CCCCC(Sc2nnc3ccccn23)C1=O (stereo not drawn),i,i,-1.9,3,1,5,-2,1,-1,-2
CC(C)(C)NC(=O)NC(=O)COC(=O)COc1ccc(Cl)cc1Cl,i,i,0.1,-12,1,-2,4,0,1,1
COC(=O)c1cn(NC(=O)c2ccc(OC)c([N+](=O)[O-])c2)c(=O)c2ccccc12,i,i,-2.4,-5,-9,-5,3,-3,-2,-1
CCn1ccc(C(=O)Nc2ccc3c(c2)CCC3)n1,i,i,-0.3,-8,2,1,-3,-1,3,-3
Cc1cc(N2CCCC2)c(C)cc1C=O,i,i,0.1,-8,4,7,-1,2,3,-7
O=C(COc1coc(CN2CCCc3ccccc32)cc1=O)Nc1ccc([N+](=O)[O-])cc1,i,i,35,1,23,23,-24,-1,-1,0
Cc1c(OC(C(=O)O)c2ccccc2)ccc2c3c(c(=O)oc12)CCC3 (stereo not drawn),i,i,-2.5,-4,0,3,13,0,6,0
COc1ccccc1N(C(=O)c1snc(C(N)=O)c1N)C(C(=O)NCc1ccccc1)c1ccc(O)cc1 (stereo not drawn),i,/,1.1,-3,10,-4,-16,-1,2,22*
O=C(COC(=O)c1ccc(F)c([N+](=O)[O-])c1)NC(=O)NCc1ccccc1,i,i,-1.9,-6,2,18,-12,1,4,2
Cn1nnnc1SCC(=O)NCCc1ccc(Cl)cc1,i,i,-0.8,-2,-3,-1,2,-4,-1,-1
COc1ccc(-c2cnc(SCCNC(=O)c3ccc4c(c3)OCO4)[nH]2)cc1,i,i,-0.7,-2,-1,-1,3,2,-1,4
CC(OC(=O)C1=COCCO1)C(=O)NC1CCCC(C)C1C (stereo not drawn),i,i,0.6,/,-8,8,-2,1,2,-3
NC(=O)NC(=O)COC(=O)CCCSc1nc2ccccc2s1,i,i,-0.8,9,-4,-1,1,2,-11,1
CNC(=O)c1cc2ncc(C(F)(F)F)cc2s1,i,i,-0.1,-1,0,3,-4,0,-21,0
CC1CCCC(NS(=O)(=O)c2cccc3nsnc23)C1C (stereo not drawn),i,i,1.0,10,-2,4,-33,-3,-1,4
CCC(=O)N(CCc1ccccc1)Cc1cc2cccc(C)c2[nH]c1=O,i,i,-1.2,-4,2,3,0,-2,-2,-1
Cc1c(C(=O)N2CCN(CCc3ccccn3)CC2)oc2ccc(Cl)cc12,i,i,-0.1,10,1,1,-4,-2,1,-3
C/C(=N\NC(=S)Nc1ccc(C)cc1)c1cccc(N)c1,i,i,-1.9,9,27*,-8,11,1,0,-1
CCCS(=O)(=O)NC(=O)C1(C)CCCN(C(=O)c2cncc(Br)c2)C1 (stereo not drawn),i,i,-2.6,/,-7,2,-2,-4,1,-5
COc1ccc(CO[C@@H]2O[C@H](CO)[C@@H](O)[C@H](O)[C@H]2NC(C)=O)cc1OC,i,i,-2.8,11,-3,0,4,-1,2,0
CN(CC1CCCO1)S(=O)(=O)c1ccc(C(=O)Nc2ccc([N+](=O)[O-])cc2)cc1 (stereo not drawn),i,i,1.5,-7,-9,-2,-27,0,-2,-2
CC(=O)Nc1ccc(NC(=O)c2ccccc2S(=O)(=O)c2ccccc2[N+](=O)[O-])cc1,i,i,-1.3,-3,1,9,-18,-2,-13,3
Cc1ccc(OCc2nnc(SC(C)C(=O)O)n2Cc2ccccc2)cc1 (stereo not drawn),i,i,0.2,5,8,0,-2,-1,-7,0
O=C1CSC(=S)N1Cc1cccs1,i,i,-0.8,-5,-4,1,4,-3,-5,2
CCOC(=O)[C@]12CCCC=C1N(Cc1ccc(Cl)cc1Cl)C(=O)[C@H](CC(=O)N1CCN(C(=O)C3CC3)CC1)C2,/,i,0.7,/,-3,/,-2,/,2,/
COc1ccc(CNC(=O)CSc2nnc(NC(=O)C3CC3)s2)cc1,i,i,-0.7,1,5,1,-7,-4,3,-1

# Looked up above:
# DNMT1 inh with CCC(=O)N(CCc1ccccc1)Cc1cc2cccc(C)c2[nH]c1=O = 3
# Scp-1 inhibitor with Cc1c(C(=O)N2CCN(CCc3ccccn3)CC2)oc2ccc(Cl)cc12 = 10
# STEP block with COc1ccc(CNC(=O)CSc2nnc(NC(=O)C3CC3)s2)cc1 = -4

# Continuation.
SMILES,Rpn11 inh,Neddyl block,LMPTP block,Scp-1 inhibitor,NadD inh,DNMT1 inh,SUMO1-SIM PPI,STEP block,CSN deneddyl inh,Rin1 Abl inh
COc1ccc(C=NN=C2c3ccccc3-c3ccccc32)cc1O,i,i,2.8,-5,1,-35,-12,0,0,3
O=c1c2ccccc2nc2ccccn12,i,/,-2.2,-2,4,3,-4,4,-1,-5
COc1cccc(OCC(=O)NNC(=S)Nc2ccc(Cl)cc2Cl)c1,i,i,-0.7,-4,-3,0,3,-2,0,-1
Cc1cccc(CSCCNC(=O)CCSc2ccccc2)c1,i,i,0.8,-3,-5,7,-3,0,3,1
Cc1ccsc1C(=O)OCC(=O)NCCc1ccccc1,i,i,0.7,-7,-2,1,2,-2,-6,-1
Cc1cc(O)c(C2(O)C(=O)Nc3ccccc32)cc1C (stereo not drawn),i,i,1.8,3,-1,8,26,8,-1,2
CCOC(=O)c1ccccc1NC1c2ccccc2C(=O)N1c1cc(C)ccn1 (stereo not drawn),i,i,4.0,-12,-4,3,0,2,-3,-1
CCn1cc(/C=C(\NC(=O)c2ccccc2OC)C(=O)NCCCn2ccnc2)c2ccccc21,i,i,0.1,-1,0,-2,-5,1,-6,-1
Cn1c(COc2ccccc2)nnc1SCC(=O)Nc1ccc(N2CCOCC2)cc1,i,i,-0.6,-5,1,1,2,2,2,4
CCOc1ccc(CCNC(=O)CSc2cc(=O)n(C)c3cc(Cl)ccc23)cc1OCC,i,i,-0.1,2,1,-3,0,3,2,3
C[C@H](NC(=O)c1ncn2c1C(=O)N[C@@H](C)C2)C(=O)OC(C)(C)C,i,i,-2.1,/,6,2,2,-1,-1,0
CCN(c1ccccc1)S(=O)(=O)c1ccc(Cl)c(C(=O)N2CCCC2)c1,i,i,-0.5,0,2,3,2,0,3,0
CCOc1ccc(S(=O)(=O)N2CCC(C(=O)NCc3cccnc3)CC2)cc1C,i,i,-0.3,-5,-4,-1,-2,-2,2,0
O=C(CCCN1C(=O)c2ccccc2C1=O)N1CCC(c2ccccc2)C1 (stereo not drawn),i,i,-0.9,-7,4,0,-3,-3,-2,-4
O=[N+]([O-])c1ccc(/C=N/Nc2nc(-c3ccccc3)c3cc(Br)ccc3n2)o1,i,i,60*,101*,41*,51*,-13,16,7,0
O=C(COc1ccccc1)N(Cc1nnc(-c2ccccc2Cl)o1)C1CC1,i,i,0.3,-6,-3,-2,13,2,0,-4
COc1ccc(C2N=C(Nc3ccc(C)cc3)Nc3nc(C)cc(=O)n32)cc1 (stereo not drawn),i,i,-0.4,6,0,-3,-3,2,0,0
O=C(NCc1cccnc1)c1ccc(Br)o1,i,i,-9.7,-12,6,2,-15,0,0,0
C[C@H](CO)N1C[C@H](C)[C@H](CN(C)S(=O)(=O)c2ccccc2)OCc2cnnn2CCCC1=O,i,i,-1.4,/,-2,1,3,0,-4,-5
Nc1c(Cl)ncnc1NCc1cccnc1,i,i,0.1,-9,-5,1,5,-2,-3,2
O=C(NC(=S)NCCCN1CCOCC1)c1ccc([N+](=O)[O-])cc1,i,i,-2.1,-7,-1,2,-23,-1,-1,-1
Cc1ccc(-n2c(-c3ccco3)n[nH]c2=S)cc1,i,i,-1.0,-4,-3,-2,-1,0,-4,-2
CC1=CC(C)(C)N(C(=O)CNC2CCCCC2)c2cc(C)ccc21,i,i,0.4,-8,-10,1,-4,0,0,4
COc1ccccc1N(C)S(=O)(=O)c1ccc(C)c(C(=O)Nc2nccs2)c1,i,i,-0.4,0,2,2,1,0,-1,3
Cc1cc(C)cc(C(=O)NCC(=O)OCC(=O)c2cc(C)n(CC(F)(F)F)c2C)c1,i,i,0.5,-2,3,-1,-1,-4,4,-4
CCOC(=O)Cn1c2c(c(=N)c3ccccc31)CCC2,i,i,-0.5,6,-4,0,-1,6,-1,-4
CCN(CC)S(=O)(=O)c1ccc(NC(=O)COC(=O)CN2C(=O)c3ccccc3C2=O)cc1,i,i,-0.1,-11,-6,-3,-7,-4,-3,0
Cc1cc(C2C(C#N)=C(N)Oc3n[nH]c(C)c32)c(C)s1 (stereo not drawn),i,i,-1.2,-4,-5,-12,-2,-2,-2,-5
Cc1cc(C)c(C(=O)COC(=O)Cn2c(C)csc2=O)cc1C,i,i,-0.4,-10,-7,1,11,3,2,1
OC[C@H]1O[C@@H](n2cnc3c(NC4CCCC4)nc(Cl)nc32)[C@H](O)[C@@H]1O,i,i,-1.6,-6,3,-4,-1,-3,-3,-2
F[B-](F)(F)c1cc2cc(Br)ccc2s1,i,i,0.0,-8,2,0,14,-5,0,-1
CCC(=O)Nc1ccc(Oc2ccc3c(c2)C(=O)NC3=O)cc1,i,i,-9.1,0,-3,-3,-20,-2,4,-2
CC1CCN(S(=O)(=O)c2ccc3c(c2)C(Cl)(Cl)C(=O)N3)CC1,i,i,-2.9,/,5,14,15,3,27,2

# Profiles as entered above:
# Profile of O=C(NCc1cccnc1)c1ccc(Br)o1 : Rpn11 inh: i; Neddyl block: i; LMPTP block: -9.7; Scp-1 inhibitor: -12; NadD inh: 6; DNMT1 inh: 2; SUMO1-SIM PPI: -15; STEP block: 0; CSN deneddyl inh: 0; Rin1 Abl inh: 0
# Profile of Cc1cc(C2C(C#N)=C(N)Oc3n[nH]c(C)c32)c(C)s1 (stereo not drawn) : Rpn11 inh: i; Neddyl block: i; LMPTP block: -1.2; Scp-1 inhibitor: -4; NadD inh: -5; DNMT1 inh: -12; SUMO1-SIM PPI: -2; STEP block: -2; CSN deneddyl inh: -2; Rin1 Abl inh: -5
